INS-1E GSIS act – GLuc luminescence reporter in INS-1E cells, primary screen for activators of glucose-dependent secretion of insulin; INS-1E GLuc reporter insulin secretion, 2-3 h; activation, % at 16.6 µM; hit rate 0.61% among 370,000;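 active = lowest replicate activation of at least 40%, so every replicate reaches that level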;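 also: 0% = median of neutral control wells and 100% = median of IBMX positive control wells; some compounds called inactive have numbers as strong as hits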
Statin myotox sup – suppression of simvastatin myotoxicity | C2C12 myotubes + simvastatin, ATP luminescence, 48 h; scaled: DMSO 0, geranylgeraniol control 100 | rescue of ATP level, % at 7.49 µM | hit rate 0.78% among 330,000 | AID 602340;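 active = mean ATP rescue above about 67%, or every replicate alone reaching that limit, limit read from the data, passing the limit was not always enough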;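 also: myotubes were challenged with 10 µM simvastatin during compound exposure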
CFTR F508del cor – correctors of CFTR F508del function in bronchial epithelial cells | hit rate 0.36% among 350,000 | activity (quench increase), % at 7.58 µM | CFBE cells, YFP halide quenching; stimulated with forskolin plus potentiator P3; % fluorescence drop versus neutral controls;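 active = mean added fluorescence quench of at least 8% versus neutral control, with both replicates also reaching 8%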;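 also: cells transiently co-express mutant CFTR-F508del with the halide-sensitive YFP; corrector assay measuring rescue of mutant channel to the surface after 24 h compound exposure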
PglD DTNB – PglD (C. jejuni) enzyme inhibition; purified PglD enzyme, DTNB colorimetric CoA detection; inhibition, % at 12.5 µM; hit rate 0.098% among 360,000; AID 602405; in the data active = inhibition above about 16%, passing the limit was not always enough; also: strong numbers were not always called active
FN deposition inh – fibronectin deposition inhibition. AH1F fibroblasts, Alexa488-fibronectin deposition fluorescence, overnight. inhibition, % at 12.6 µM. hit rate 0.086% among 350,000;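 active = mean inhibition across replicates of 30% or more, regardless of how many single replicates reach that level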;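 also: positive control wells lacked labelled fibronectin entirely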
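Schedule: 1 h cell adhesion before compound, then overnight fibronectin incubation; test system: AH1F fibroblast monolayer depositing Alexa488-labelled fibronectin into matrix; quantity: 10000 AH1F cells per well; probe or stimulus: fluorescent fibronectin at 24 nM final; signal: fluorescence, ex 485 nm, em 525 nm; evaluation: percent inhibition as loss of matrix-bound fibronectin fluorescence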
miR-122 sensor – blocks miR-122 activity in Huh7 sensor cells; Huh7 miR-122 Renilla luciferase sensor, 48 h; neutral wells = 0, positive control = 100; activation (reporter increase), % at 12.5 µM; hit rate 0.3% among 340,000;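 active = mean replicate activation score at least 90 and every replicate individually at or above 90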;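 also: higher luciferase means less miR-122 activity so hits act as miR-122 inhibitors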
Cneo AK release – Cryptococcus neoformans lysis via adenylate kinase release; lysis activity, % at 15 µM; hit rate 0.2% among 360,000; C. neoformans lysis, adenylate kinase release luminescence, 4 h; normalised: neutral wells 0, clomiphene wells 100;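 active = mean lysis activity across replicates of at least 80%, whatever share of replicates individually reach that level; inactive = mean lysis activity below 80%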
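Assay system: Cryptococcus neoformans yeast cells / Dosing: single-point compound dose / Timing: 4 h at 37 °C static, read 1 h later / Measured by: luminescence of released adenylate kinase using an AK detection reagent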
PGC1a acetyl inh – lowers PGC1a acetylation signal in U2OS cells | hit rate 0.17% among 350,000 | AlphaScreen anti-acetyl-lysine; with virally co-expressed GCN5 acetyltransferase | inhibition, % at 15.6 µM | AID 651687;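 active = every replicate shows inhibition of at least 40%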;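 also: 0% = neutral control wells and 100% = positive control wells; some results beyond the cut were filed as inactive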
The depositor's hits bear a star; x = not tested or not shown; & = joins results of further samples; [ ] = dose if it differs, or a comment.

SMILES	INS-1E GSIS act	Statin myotox sup	CFTR F508del cor	PglD DTNB	FN deposition inh	miR-122 sensor	Cneo AK release	PGC1a acetyl inh
O=C(C[C@@H]1CC[C@H](NC(=O)c2ccc3c(c2)OCO3)[C@@H](CO)O1)NCc1ccc(F)cc1	11&14	19	2.0&2.6	6	2	x	-9	-11
COC(=O)C1=C(C)NC(C)=C(C(=O)OC)C1C(=O)OCc1nnc(-c2ccccc2Cl)o1	-1	29	-3.1	6	-3	3	7	-13
O=C(NC(Cc1ccccc1)C(=O)O)/C(=C/c1cccc(Br)c1)NC(=O)c1ccco1 (stereo not drawn)	18	5	-1.2	-2	-5	x	-6	x
CN(CC(=O)Nc1ccccc1Cl)C(=O)COC(=O)CSc1ccc(Cl)cc1	5	6	-1.1	0	2	x	6	-9
CCOP(=O)(OCC)C1NC(=O)N(c2ccccc2)C1=O (stereo not drawn)	4	16	-0.5	7	0	-4	5	x
O=S(=O)(NC1CCN(S(=O)(=O)c2c(F)cccc2F)CC1)c1ccc2c(c1)OCCO2	-11	0	-4.4	-4	-8	81	-1	1
CC1Cc2cc(S(=O)(=O)CCC(=O)NC3CCCCC3)ccc2N1C(=O)C1CC1 (stereo not drawn)	20	2	0.1	-5	-3	-6	1	-8
COc1ccc(C)cc1NC(=O)c1cc2c(CO)cnc(C)c2oc1=N	0	-2	3.2	0	-5	-2	-3	1
CCOC(=O)CSc1nnnn1-c1cccc2ccccc12	x	-9	x	5	x	-38	-4	6
CC(CC(=O)Nc1cccc(F)c1)S(=O)(=O)c1ccc2c(c1)NC(=O)CO2 (stereo not drawn)	3	-4	-0.4	3	9	-8	2	-8
O=C(Cn1c(=O)oc2ccccc21)N1CCN(c2ccccc2)CC1	x	12	x	-6	x	-2	5	24
O=C(c1cc2ccccc2oc1=O)N(Cc1cccs1)Cc1cccs1	1	x	x	6	x	11	2	38
C[C@@H]1CN([C@H](C)CO)C(=O)c2cccc(NC(=O)c3ccc(-c4nccs4)cc3)c2O[C@@H]1CN(C)CC1CCCCC1	-1	-100	1.2	-1	x	-3[16.7 µM]	1	-2
O=C(NCc1ccco1)c1csc2c1CCCC2	-9	x	0.5	0	-9	1	4	-10
CC(=O)Nc1ccc(C(=O)Nc2ccncc2)cc1	13	-3	2.7	3	7	-1	1	10
CO[C@@H]1CN(C)C(=O)c2cc(NC(=O)NC(C)C)ccc2OC[C@@H](C)N(C)C[C@H]1C	0	10	-0.5	2	-9	-1[16.7 µM]	2	-1
CCOc1ccccc1NC(=O)[C@@H](NC(=O)c1ccccc1F)C(C)C	17	-1	-0.2	3	-2	x	1	x
C[C@@H]1CN([C@@H](C)CO)C(=O)c2cc(C3=CCCCC3)cnc2O[C@H]1CN(C)C(=O)c1cccc(F)c1	-9	-3	-0.3	-1	x	6[16.7 µM]	4	-12
CCCCCCN1CC(O)=C(c2ccccc2)C1=N	x	x	x	0	x	-4	2	1
CO[C@H]1CN(C)C(=O)c2cc(NC(=O)C3CC3)ccc2OC[C@H](C)N(CC2CCCC2)C[C@H]1C	10	1	-0.6	2	-1	-1[16.7 µM]	0	-5
CC(=O)c1c[nH]c(C(=O)Nc2ccc(N3CCCCCC3)cc2)c1	-5	21	5.2	-8	8	-7	-2	2
COc1nccnc1NS(=O)(=O)c1ccc(N=Cc2c(C)[nH]n(-c3ccc(C)c(C)c3)c2=O)cc1	-9	-24	x	x	x	2	x	-5
CCn1c(SCC(=O)Nc2nc(C)cs2)nnc1-c1cccnc1	x	15	x	1	x	14	-1	x
Cn1nc(CC(=O)NC2CCCCC2)c2ccccc2c1=O	-1	6	x	x	x	3	x	12
Cc1ccc(/C(N)=N/OC(=O)c2cc(-c3ccccc3)nc3ccccc23)cc1	x	x	x	10	4	-10	-3	x
Cc1ccc(S(=O)(=O)N(C)C[C@H]2OCCCC[C@H](C)Oc3ccc(NS(=O)(=O)c4ccccc4)cc3C(=O)N([C@H](C)CO)C[C@H]2C)cc1	4	38	3.8	-1	x	3[16.7 µM]	0	0
O=[N+]([O-])c1ccccc1/C=N/n1c(-c2cccnc2)n[nH]c1=S	-11	x	x	7	x	0	-4	2
CC(CNC(=O)CCc1ccccc1)NC(=O)CCc1ccccc1 (stereo not drawn)	6	x	0.1	-2	-12	-4	-1	0
Cc1ccc(-c2ccc(S(=O)(=O)N3CCN(C)CC3)cc2)cc1	x	3	x	4	7	4	-1	-9
O=C(c1cc(-c2cccs2)nc2ccccc12)N1CCN(CCO)CC1	12	-3	3.3	4	-2	-6	0	10
CC(NCCN(C)C)C(=O)C12CC3CC(CC(C3)C1)C2 (stereo not drawn)	17	x	-5.0	x	0	x	x	0
Cc1ccc(NC(=O)c2ccc(COc3ccccc3)o2)nc1	10	1	2.2	-2	9	-5	-1	-1
OCCC1CN(CCCc2ccccc2)CCN1Cc1ccc(F)cc1 (stereo not drawn)	-10	-32	-0.4	2	-6	1	0	14
Cc1ccc(NC(=O)CNC(=O)c2ccco2)cc1Cl	6	-7	-3.4	3	-7	x	-1	x
CCOC(=O)c1[nH]c2ccccc2c1NC(=S)Nc1cccc(C)c1	x	13	-0.8	4	6	3	-3	-6
COc1ccc(-n2cc(CN3CCC(OC)CC3)c(-c3cccc(F)c3)n2)cc1	0	3	2.3	-2	3	-4	-2	1
COCC(=O)N(C)[C@H]1C[C@H]2c3[nH]c4ccccc4c3CCN2C(=O)[C@H]1[C@H](C)O	x	6	-1.1	2	14	-4	1	1
C=CCn1c(SCC(=O)Nc2ccc3c(c2)OCO3)nnc1-c1cc(Br)ccc1O	x	6	x	-2	13	-5	2	10
CCOCCCNC(=O)c1ccc2c(=O)n(Cc3ccc4c(c3)OCO4)c(=S)[nH]c2c1	10	12	2.0	-3	-16	-1	6	-5
C[C@H]1CCCCO[C@H](CN(C)Cc2ccc(C(=O)O)cc2)[C@@H](C)CN([C@@H](C)CO)C(=O)c2cc(NC(=O)Cc3ccccc3)ccc2O1	4	x	-1.5	-2	x	-1[16.7 µM]	-3	4

Nothing new here: entries from further up.
SMILES	INS-1E GSIS act	Statin myotox sup	CFTR F508del cor	PglD DTNB	FN deposition inh	miR-122 sensor	Cneo AK release	PGC1a acetyl inh
CC(=O)c1c[nH]c(C(=O)Nc2ccc(N3CCCCCC3)cc2)c1	-5	21	5.2	-8	8	-7	-2	2
COc1nccnc1NS(=O)(=O)c1ccc(N=Cc2c(C)[nH]n(-c3ccc(C)c(C)c3)c2=O)cc1	-9	-24	x	x	x	2	x	-5

Later entries
SMILES	INS-1E GSIS act	Statin myotox sup	CFTR F508del cor	PglD DTNB	FN deposition inh	miR-122 sensor	Cneo AK release	PGC1a acetyl inh
COC(=O)C(O)(NC(=O)c1ccncc1)C(F)(F)F (stereo not drawn)	0	x	1.5	x	6	x	x	2
COCC#Cc1cnc2c(c1)C(=O)N([C@@H](C)CO)C[C@@H](C)[C@@H](CN(C)S(=O)(=O)c1ccccc1)O2	-9	-1	1.0	0	-2	-5[16.7 µM]	-1	-1
O=C(CC12CC3CC(C1)CC(CC(=O)NC1=NCCS1)(C3)C2)NC1=NCCS1	x	26	x	2	5	-3	1	3
O=C(COc1ccc2c3c(c(=O)oc2c1)CCCC3)N1CCN(c2ccccc2)CC1	5	6	-2.8	-3	-8	-5	-6	4
O=C([C@@H]1[C@@H](CO)[C@@H]2Cn3c(ccc(-c4ccccc4F)c3=O)[C@H]1N2C(=O)C1CCC1)N1CCOCC1	-1	1	0.7	0	x	4[16.7 µM]	-7	x
O=C(Nc1ccc(N2CCN(C(=O)c3ccc(Cl)cc3)CC2)cc1)c1cc2ccccc2o1	-11	-14	x	-2	11	-14	-2	-2
COc1cc(OC)cc(C(=O)OC/C(O)=C(\C#N)c2nc3ccccc3[nH]2)c1	7	x	1.1	-3	-3	1	1	6
CCCNC(=O)N1CC2(C1)[C@@H](c1ccccc1)[C@H](CO)N2CC1CC1	-5	x	1.4	x	-8	x	x	-5
CCn1c(SCC(=O)O)nc2sc3c(c2c1=O)CCC3	x	x	x	-7	8	4	6	12
CC(C)NC(=O)Nc1ccc2c(c1)C(=O)N([C@@H](C)CO)C[C@@H](C)[C@@H](CN(C)C(=O)Nc1ccc3c(c1)OCO3)OCCCC[C@@H](C)O2	-1	x	2.0	-2	-12	-2[16.7 µM]	4	7
Cc1nc2cc3c(cc2s1)OCO3	-3	27	0.8	2	1	-4	1	1
COc1ccc(CN(C)C[C@@H]2Oc3c(NC(=O)c4ccc(-c5nccs5)cc4)cccc3C(=O)N([C@@H](C)CO)C[C@H]2C)cc1	x	29	-5.1	-1	x	1[16.7 µM]	2	-3
CC(=O)C1=C(C)NC(SCC(=O)c2ccc(Cl)c(Cl)c2)=C(C#N)C1c1ccco1 (stereo not drawn)	-3	-7	3.8	-1	x	-4	0	2
CCOC(=O)c1c(C)c(C(=O)NCc2cccs2)c(C)n1CC	3	-5	-1.9	-2	x	-1	-1	-2
CN(CCc1ccccn1)C(=O)CCC1CCCN(C(=O)c2cccc(N(C)C)c2)C1 (stereo not drawn)	-3	-2	3.0	-3	0	-6	0	0
COc1ccccc1CC(=O)N1CCCc2cc(C)ccc21	-5	-9	0.3	-1	-2	3	-2	-9
COc1ccc(C2C(C(=O)N3CCOCC3)c3ccccc3C(=O)N2c2ccc(OC)cc2)cc1 (stereo not drawn)	x	-22	x	3	-2	-8	-1	-24
CCC1=C2CC[C@H]3C(=O)N(CC)C(=O)[C@H]3[C@H]2[C@@]2(Cc3ccccc3)C(=O)N(Cc3ccccc3)C(=O)N2C1=O	4	-15	-3.3	1	-2	5	-3	x
CC(C)NC(=O)N1[C@H](CO)[C@H](c2ccccc2)C12CN(C(=O)c1ccccn1)C2	-2	x	1.0	x	-7	x	x	-1
CC(C)NC(=O)Nc1ccc2c(c1)CC(=O)N([C@@H](C)CO)C[C@H](C)[C@H](CN(C)S(=O)(=O)c1cn(C)cn1)O2	15	15	-1.5	0	x	1[16.7 µM]	2	2
C[C@@H]1CCCCO[C@H](CN(C)Cc2ccc(C(=O)Nc3ccccc3N)cc2)[C@@H](C)CN([C@H](C)CO)C(=O)c2cc(NS(=O)(=O)c3ccc(Cl)cc3)ccc2O1	25	x	1.8	2	-9	53[16.7 µM]	0	4
COCc1cc(C)nc(NC2CC(C)(C)NC(C)(C)C2)c1C#N	4	-8	-0.7	-2	-3	0	0	x
O=C(NNc1cccc(Cl)n1)c1c(Cl)cccc1Cl	x	6	x	0	-14	5	0	3
CCc1nnc(NS(=O)(=O)c2ccc(NC(=O)c3ccc(Br)cc3)cc2)s1	-6	-2	-6.4	-11	2	7	0	1
Cc1ccc(S(=O)(=O)CCC(=O)OCC(=O)NC(=O)c2ccccc2)cc1	17	2	-2.4	5	-2	x	0	x
Cc1cc2nc(-c3ccc(SCC(=O)Nc4nccs4)nc3)[nH]c2cc1C	10	x	x	-6	x	0	2	0
COc1cc2c(cc1OC)C(c1ccccc1)N(C(=O)CSCC(=O)O)CC2 (stereo not drawn)	-10	0	-0.8	x	-12	-3	x	x

One compound at a time, as listed above. Order of screens: INS-1E GSIS act, Statin myotox sup, CFTR F508del cor, PglD DTNB, FN deposition inh, miR-122 sensor, Cneo AK release, PGC1a acetyl inh
`CCc1nnc(NS(=O)(=O)c2ccc(NC(=O)c3ccc(Br)cc3)cc2)s1` is listed as -6, -2, -6.4, -11, 2, 7, 0, 1
`Cc1ccc(S(=O)(=O)CCC(=O)OCC(=O)NC(=O)c2ccccc2)cc1` is listed as 17, 2, -2.4, 5, -2, x, 0, x
`COc1cc2c(cc1OC)C(c1ccccc1)N(C(=O)CSCC(=O)O)CC2` (stereo not drawn) is listed as -10, 0, -0.8, x, -12, -3, x, x

Screening data from PubChem BioAssay.
